Compound activity deposited in PubChem by several laboratories.
TROY signal inh: TROY signaling inhibition | Q293 LMP1-TROYcd NF-kB luciferase reporter, 4 h | 360,000 tested, 0.98% active | inhibition, % at 10 µM;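 active = compounds whose plate-normalised and pattern-corrected inhibition of the luciferase reporter signal at the single screening dose is 50% or more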
Shn3 3UTR inh: inhibitors of Schnurri-3 3'UTR reporter in osteoblasts. Clone20 osteoblast Shn3 3'UTR firefly luciferase, 24 h. inhibition, % at 12.5 µM. 360,000 tested, 0.52% active. AID 588674;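 active = mean inhibition of at least 75% with every replicate also reaching 75%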;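 note: 0% = median of neutral control wells and 100% = pilot-screen positive control compound; some compounds past the cut are filed as inactive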
TWEAK-Fn14 inh: TWEAK-Fn14 signaling inhibition | inhibition, % at 10 µM | TWEAK-stimulated Fn14 reporter cells, luciferase luminescence, 8 h | 360,000 tested, 2% active; in the data active = inhibition above about 50%
TRPM1 prom inh: reduces MITF-dependent TRPM1 promoter luciferase signal. SK-MEL-5 TRPM1 promoter luciferase, 24 h. inhibition, % at 12.5 µM. 330,000 tested, 0.83% active. AID 488899;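 active = mean inhibition across replicates of 60% or more, whatever share of single replicates reaches that level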; note: values of inactives mirror those of a sister screen read the other way
C8 TRAIL sens: caspase-8 TRAIL sensitization. AID 624354. NB7+C8 cells + TRAIL, ATPlite viability luminescence. inhibition (viability loss, TRAIL sensitization), % at 10 µM. 360,000 tested, 1% active;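 active = compounds causing at least 50% loss of cell viability in the single-dose screen, relative to plate controls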
NR2E3 ag-1: agonists of human NR2E3 nuclear receptor | Q9Y5X4 | CHO-S Gal4-NCOR/VP16-NR2E3 two-hybrid, luciferase | inhibition of corepressor binding, % at 3.98 µM | 360,000 tested, 0.35% active | AID 602229;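 active = inhibition above the mean of all tested compounds plus 3 SD, cut at about 70% in these data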;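 note: 0% = DMSO with NR2E3 transfected cells and 100% = cells lacking NR2E3 construct; higher means lower luciferase signal from less NR2E3 corepressor binding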
Target sequence (Q9Y5X4 whole entry, looked up, the tested form may be a part): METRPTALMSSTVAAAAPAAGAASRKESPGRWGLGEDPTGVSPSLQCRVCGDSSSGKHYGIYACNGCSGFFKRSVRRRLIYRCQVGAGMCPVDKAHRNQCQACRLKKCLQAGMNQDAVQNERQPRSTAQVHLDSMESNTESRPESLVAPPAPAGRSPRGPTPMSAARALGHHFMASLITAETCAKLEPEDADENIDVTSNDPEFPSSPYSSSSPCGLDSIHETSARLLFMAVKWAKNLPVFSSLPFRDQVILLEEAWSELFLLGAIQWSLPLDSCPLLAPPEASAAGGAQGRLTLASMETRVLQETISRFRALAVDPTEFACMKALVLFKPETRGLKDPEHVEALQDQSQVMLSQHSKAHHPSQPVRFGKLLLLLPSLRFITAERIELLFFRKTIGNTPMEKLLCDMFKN
CF NFkB block: inhibitors of cystic fibrosis induced NF-kB | inhibition, % at 5 µM | 360,000 tested, 0.86% active | KKLEB NF-kB-GFP reporter, PAF-induced, GFP fluorescence overnight | AID 588850;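 active = at least 50% inhibition at 5 µM, scaled per plate between neutral and stimulator controls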;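 note: PAF is a Pseudomonas aeruginosa culture filtrate used as stimulus; plate controls were PAF-stimulated DMSO wells for no effect and unstimulated DMSO wells for full effect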
Peg3 prom inh: inhibitors of Peg3 promoter; inhibition, % at 20 µM; 360,000 tested, 1.7% active; AID 588405; HeLa PEG-Prom luciferase reporter, luminescence, overnight;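 active = inhibition of at least 50% at 20 µM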
HIF-2a inh: blocks HIF-2a reporter activity | 786-0 RCC cells HIF-2a reporter, luciferase luminescence, overnight | inhibition, % at 18.8 µM | AID 624352 | 360,000 tested, 0.72% active;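 active = inhibition of the luminescence signal of 40% or more relative to plate controls, in a single-dose primary screen at 18.75 µM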
NR2E3 ag-2: agonists of human nuclear receptor NR2E3 | inhibition of corepressor binding, % at 4.78 µM | AID 2300 | GST-NR2E3/biotin-RetCOR TR-FRET, 1536-well | 320,000 tested, 0.12% active;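 active = percent inhibition above the cutoff of mean plus 3 SD of all tested compounds, set per screening campaign, cut at about 20% in these data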;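 note: 0% = DMSO wells and 100% = biotin wells as full block of FRET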
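Test system: GST-NR2E3 and biotin-RetCOR proteins | Quantity: 1.35 nM GST-tagged NR2E3 final | Medium: Tris pH 7.5 | Also added: 7 nM biotin-RetCOR | Dosing: Compound at 4.8 µM, single dose | Timing: 5 h at 4 °C | Detection: Time-resolved FRET | Read-out basis: Percent inhibition | Benchmarks: Biotin wells as high control, 0.6% DMSO wells as low control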
KKLEB cytotox: CF airway cell cytotoxicity counter-screen; KKLEB CF airway cells viability, ATPlite luminescence, overnight; hits give low values; cells stimulated with P. aeruginosa culture filtrate; activity change (cytotoxicity), % at 5 µM; 360,000 tested, 0.36% active;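 active = corrected activity change at or below -50% at 5 µM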
* hit, by the source's call; · = not tested or not shown.

Start of the data: the first 3 compounds (preview)
item	Structure	NR2E3 ag-2	C8 TRAIL sens	TRPM1 prom inh	TROY signal inh	Peg3 prom inh	KKLEB cytotox	NR2E3 ag-1	CF NFkB block	TWEAK-Fn14 inh	HIF-2a inh	Shn3 3UTR inh
1	Cc1c(Cl)cnc(NC(=O)COC(=O)c2ccncc2)c1Cl	3	-5	5	-8	10	9	-20	-1	4	2	-4
2	CN(C(=O)CSc1ncnc2sccc12)C1CCS(=O)(=O)C1 (stereo not given)	2	1	8	-1	0	-4	-23	-11	4	-11	-8
3	COc1ccccc1NC(=S)N(Cc1ccc(C)cc1)Cc1cccnc1	-1	-2	-4	7	7	2	-17	5	16	12	15

The list itself, previewed entries included:
item	Structure	NR2E3 ag-2	C8 TRAIL sens	TRPM1 prom inh	TROY signal inh	Peg3 prom inh	KKLEB cytotox	NR2E3 ag-1	CF NFkB block	TWEAK-Fn14 inh	HIF-2a inh	Shn3 3UTR inh
1	Cc1c(Cl)cnc(NC(=O)COC(=O)c2ccncc2)c1Cl	3	-5	5	-8	10	9	-20	-1	4	2	-4
2	CN(C(=O)CSc1ncnc2sccc12)C1CCS(=O)(=O)C1 (stereo not given)	2	1	8	-1	0	-4	-23	-11	4	-11	-8
3	COc1ccccc1NC(=S)N(Cc1ccc(C)cc1)Cc1cccnc1	-1	-2	-4	7	7	2	-17	5	16	12	15
4	COC(=O)C(C)N(C(=O)c1cccc2ccccc12)c1c(C)cccc1C (stereo not given)	-3	16	6	8	29	3	5	-7	-14	1	18
5	O=[N+]([O-])c1ccc2nc(Cl)nc(-c3ccccc3)c2c1	·	3	14	-18	20	6	-25	-21	20	19	-77
6	Cc1ccc(-c2nnc(N3CCCCC3)c3ccccc23)cc1S(=O)(=O)NCC1CCCO1 (stereo not given)	1	-14	12	16	27	6	-20	7	-16	13	63
7	Cc1ccccc1N(CC(=O)Nc1ccccc1C(=O)O)S(C)(=O)=O	0	1	-3	-3	-26	2	-54	-3	-21	-54	-1
8	Cc1ccc(-c2nc3ccc(Br)cn3c2Cc2ccccc2)cc1	·	28	·	-30	-244	-7	-85	-39	20	-296	-95

(list continues)
item	Structure	NR2E3 ag-2	C8 TRAIL sens	TRPM1 prom inh	TROY signal inh	Peg3 prom inh	KKLEB cytotox	NR2E3 ag-1	CF NFkB block	TWEAK-Fn14 inh	HIF-2a inh	Shn3 3UTR inh
9	COC(=O)c1ccc(N2CCc3ccccc32)c([N+](=O)[O-])c1	8	-8	12	-8	-23	-4	-11	0	-19	-31	14
10	CC(=O)c1c(-c2ccccc2)c2cc(Cl)ccc2[nH]c1=O	4	-1	0	2	3	-1	3	-5	15	15	11
11	CCc1nc(Nc2ccccc2F)c2oc3ccccc3c2n1	-2	42	-7	-35	-28	-5	-56	13	-8	-125	-18
12	CCCC(O)(CCC)C(=O)NN1CCCCC1	7	3	-3	-3	12	12	4	6	5	11	6
13	CC/C(=N/NC(=O)CNc1ccc(Cl)cc1C)c1ccccc1	-2	4	16	-12	13	-3	-28	2	0	8	10
14	Cc1cc(NS(=O)(=O)c2ccc(NC(=O)c3cnc4sccn4c3=O)cc2)nc(C)n1	2	-2	5	-2	12	-2	-7	-17	-11	10	-12
15	Cn1nnc2cc(C(=O)Nc3ccccc3F)ccc21	3	1	-79	-44	-95	7	-47	-4	7	-151	-38
16	COC(=O)c1ccc(C)c(NS(=O)(=O)c2ccc3c(c2)OCCO3)c1	2	6	·	3	20	-18	-23	12	-5	-3	11

Further structures
item	Structure	NR2E3 ag-2	C8 TRAIL sens	TRPM1 prom inh	TROY signal inh	Peg3 prom inh	KKLEB cytotox	NR2E3 ag-1	CF NFkB block	TWEAK-Fn14 inh	HIF-2a inh	Shn3 3UTR inh
17	C[C@@H](C(=O)NCc1c(F)cccc1Cl)N1C(=O)N2CCc3c([nH]c4ccccc34)[C@@]2(C)C1=O	-1	8	-1	16	12	10	8	1	15	26	43
18	CC1=C(C(=O)Nc2ccc(F)c(F)c2)C(c2cccs2)NC(=S)N1 (stereo not given)	2	-1	-4	9	12	-3	-12	-10	9	27	5
19	CCOc1ccccc1/C=N/OCC(=O)NCc1ccc(F)cc1	-3	-7	-2	-11	8	-6	-7	6	0	12	-2
20	CC(C)CC(COCc1ccc(Cl)cc1)N1CCN(C(=O)c2ccc(C(F)(F)F)cc2)CCC1=O (stereo not given)	0	23	6	28	10	-16	8	22	26	-6	30
21	COCCN1Cc2cccc(C(=O)Nc3ccc(S(=O)(=O)N4CCCCCC4)cc3)c2C1=O	2	-8	1	-12	5	-12	-22	13	-10	9	-1
22	COc1ccc(C(=O)CSc2nnc(CNC(=O)c3ccco3)n2C)cc1OC	4	4	-8	8	4	0	-24	10	-7	-6	-10
23	C/C(=N\NC(=O)CNC(=O)C(c1ccccc1)c1ccccc1)c1ccc(C(C)(C)C)cc1	4	26	5	8	24	2	-28	2	21	5	12
24	CC(C(=O)Nc1ccc(Cl)cc1)N(C)Cc1cccs1 (stereo not given)	0	-2	-12	-5	-11	4	-9	-6	-19	-55	-19

Next results:
item	Structure	NR2E3 ag-2	C8 TRAIL sens	TRPM1 prom inh	TROY signal inh	Peg3 prom inh	KKLEB cytotox	NR2E3 ag-1	CF NFkB block	TWEAK-Fn14 inh	HIF-2a inh	Shn3 3UTR inh
25	Cc1cc(C)c(NC(=O)COC(=O)c2cccc3c2C(=O)c2ccccc2C3=O)c(C)c1	2	0	19	10	-5	4	-7	-14	15	-27	-39
26	C=CCNc1nc(-c2ccc3c(c2)OCCO3)cs1	-3	21	-25	-22	-288	-11	-193	5	-17	-286	-91
27	COc1ccc(-c2csc(Nc3ccccn3)n2)cc1OC	1	10	-101	-47	-348	16	-149	-33	-4	-262	-83
28	O=C1C=C(c2ccc(Oc3ccccc3)cc2)C[C@@H](c2ccc(Cl)cc2)C1	0	5	-6	-15	-1	-23	-8	29	0	-23	-4
29	Cc1cc(N2CCN(C)CC2)nc2ccc(NC(=S)N3CCN(c4ccccn4)CC3)cc12	6	11	3	-32	2	-4	-22	-2	-64	-19	1
30	CCCc1nc2ccccc2c(C(=O)OCC(=O)N2CCc3ccccc32)c1CC	1	0	-4	15	19	4	-6	-15	36	17	-2
31	CC(=O)N1N=C(c2cccc([N+](=O)[O-])c2)OC1c1cccc(Br)c1 (stereo not given)	1	5	-2	3	7	-6	-23	23	-9	-12	5
32	Cc1cccc(NC(=O)CSc2nc3[nH]c(=O)cc(O)c3s2)c1	-11	-7	0	-9	4	6	-41	-12	13	4	16

The results go on:
item	Structure	NR2E3 ag-2	C8 TRAIL sens	TRPM1 prom inh	TROY signal inh	Peg3 prom inh	KKLEB cytotox	NR2E3 ag-1	CF NFkB block	TWEAK-Fn14 inh	HIF-2a inh	Shn3 3UTR inh
33	COc1ccc(NC(=O)COC(=O)CC2CCCC2)cc1Cl	2	-7	6	-2	-12	-11	-41	18	-3	5	11
34	COc1ccc(S(=O)(=O)N(CC(=O)NCc2ccco2)c2ccc(F)cc2)cc1	2	15	-6	6	10	-10	-17	12	13	10	5
35	COc1cnc(-c2ccccc2)nc1Sc1ccccc1	3	-7	-8	-4	-1	-9	-16	-3	4	-15	-45
36	O=C(NC1CCN(Cc2cccc([N+](=O)[O-])c2)CC1)c1ccccc1	-1	4	-28	11	10	-7	5	-2	-1	6	8
37	Cn1ncc2c1NC(c1ccc(F)cc1)SCC2=O (stereo not given)	·	6	·	1	0	8	-25	-20	4	10	-14
38	O=C(NC(=S)Nc1c(Cl)ccc2nsnc12)c1ccccc1F	-2	-14	9	-41	-26	-11	-6	-24	2	-73	-9
39	CCc1nc2c(OCc3ccc(F)cc3)cccn2c1N(C)C(=O)c1ccco1	·	-15	·	12	0	-3	-1	6	-6	1	-45
40	Cc1ccc(-c2nnc(SCC(=O)Nc3nc4c(s3)CCCC4)n2C)cc1	2	-17	8	2	20	-6	-10	20	-16	-20	20

(continued)
item	Structure	NR2E3 ag-2	C8 TRAIL sens	TRPM1 prom inh	TROY signal inh	Peg3 prom inh	KKLEB cytotox	NR2E3 ag-1	CF NFkB block	TWEAK-Fn14 inh	HIF-2a inh	Shn3 3UTR inh
41	Cc1nn(-c2ccccc2)c(Cl)c1C(=O)NNC(=O)c1ccncc1	1	11	10	-7	15	-21	-16	-9	16	3	8
42	Cc1cccc(C)c1NC(=O)CNc1ncnc2sc(C)c(C)c12	4	19	15	-2	6	-7	21	-10	8	3	44
43	CC1(C)CC(=O)C2=C(C1)OC(N)=C(C#N)C2c1ccccc1[N+](=O)[O-] (stereo not given)	-3	-2	11	0	17	8	-34	6	13	14	-5
44	N#Cc1c2c(nc(N)c1-c1ccccc1)CCCCC2	0	1	12	11	7	-4	-35	9	11	5	2
45	C=CCOC(=O)/C(=C/c1cccnc1)NC(=O)c1ccccc1	3	-6	-1	2	-53	-8	8	-5	18	-20	-26
46	O=C(NC1CCCc2c1cnn2-c1ccc(F)cc1F)c1cnccn1 (stereo not given)	3	12	6	7	8	8	-6	5	1	5	-2
47	Cc1ccc(Cc2cnc(N3C(=N)SC(C)C3=O)s2)cc1 (stereo not given)	-1	-2	-17	49	27	10	102*	-15	-32	-22	3
48	O=C(C1CCN(S(=O)(=O)c2ccccc2F)CC1)N1CCCC1	·	12	1	11	14	-5	7	13	3	13	-19

More results
item	Structure	NR2E3 ag-2	C8 TRAIL sens	TRPM1 prom inh	TROY signal inh	Peg3 prom inh	KKLEB cytotox	NR2E3 ag-1	CF NFkB block	TWEAK-Fn14 inh	HIF-2a inh	Shn3 3UTR inh
49	Cc1cc(C)c([N+](=O)[O-])cc1NC(=O)CCSc1ccccc1Cl	0	0	-19	-14	6	5	-19	-8	0	-3	7
50	COc1cc2c(cc1OC)C(c1ccc3c(c1)OCO3)C1=C(CC(C)(C)CC1=O)N2 (stereo not given)	3	-5	1	21	36	-15	0	26	25	32	-4
51	Cc1ccccc1NC(=S)NCc1ccc2c(c1)OCO2	-2	-9	-5	0	0	7	-19	-1	-15	0	12
52	CC1(C)CC(=O)c2c(n(S(=O)(=O)c3ccccc3)c3ccc(NS(=O)(=O)c4ccccc4)cc23)C1	-1	1	12	8	25	-34	2	18	40	32	15
53	CC(=O)NCCC(=O)Nc1cccc(S(=O)(=O)N(C)c2ccccc2)c1	-2	-12	3	3	6	-7	-10	14	1	14	20
54	CCOc1ccc(/C(O)=C2/C(=O)C(=O)N(c3cc(C)on3)C2c2ccc(C(=O)OC)cc2)cc1 (stereo not given)	3	8	6	-10	-4	-4	11	-13	2	-12	-16
55	CN(C(=O)CSc1nc2ccccc2o1)C1CCCCC1	·	-9	-90	-46	-256	-3	-137	16	4	-230	-52

The list is partial; count on the stated rates, not on these rows.
